# Bioassay records: PubChem, NCI
# NCI-60 one-dose screen, 48 h, at 10 µM unless noted. Numbers give growth in % (100 = growth as untreated, 0 = no growth, -100 = all killed).
# MDA-MB-231: MDA-MB-231 breast cancer; actives 5% (n = 81,000)
# MDA-MB-468: MDA-MB-468 breast cancer | actives 8.5% (n = 78,000)
# K-562: K-562 leukemia. actives 7.4% (n = 78,000). AID 1794777
# MCF7: MCF7 breast cancer. actives 6.3% (n = 82,000)
# SR: SR leukemia cells; actives 8.7% (n = 73,000)
# CCRF-CEM: CCRF-CEM leukemia. actives 7% (n = 77,000). AID 1794778
# MOLT-4: MOLT-4 leukemia cells; actives 6.9% (n = 80,000)
# RPMI-8226: RPMI-8226 leukemia cells | actives 7.5% (n = 77,000)
# Numbers without * were called inactive; x = no result given; & = joins results of further samples. Rule for the calls: active = growth percent below 10; inactive = the rest. These rows are one share of the data; the hit share may differ from the screen's.
# Labels used below – A = MDA-MB-231; B = MDA-MB-468; C = K-562; D = MCF7; E = SR; F = CCRF-CEM; G = MOLT-4; H = RPMI-8226
C=C[C@H]1CN2CC[C@H]1C[C@@H]2[C@H](O)c1ccnc2ccc(OC)cc12
  A = x | B = 94.3 | C = x | D = x | E = x | F = x | G = x | H = 98.0

C/C(=N/O)c1ccc(N2C(=O)CCC2=O)cc1
  A = 100.0 | B = 100.8 | C = 101.9 | D = 93.9 | E = 96.5 | F = 102.8 | G = 101.6 | H = 101.7

CN(C)c1ccc(C2=NN(c3ccc(S(=O)(=O)NC(=O)NCc4ccccc4)cc3)C(c3ccccc3)C2)cc1 (stereo unspecified)
  A = 93.1 | B = x | C = 101.7 | D = 89.9 | E = x | F = 93.5 | G = 87.1 | H = 87.1

Cn1cc(-c2nnc(-c3cn(C)c4ncc(Br)cc34)o2)c2cc(Br)ccc21
  A = 77.2 | B = 110.4 | C = 95.1 | D = 78.9 | E = 95.4 | F = x | G = 96.9 | H = 102.7

[2H]C1([2H])N(c2ccc(NC(=O)c3cccc(-c4ccc(OC(F)(F)F)cc4)c3C)cn2)C([2H])([2H])[C@]([2H])(C)O[C@]1([2H])C
  A = 72.7 | B = 69.7 | C = 52.6 | D = 73.4 | E = 87.6 | F = 89.7 | G = 78.1 | H = 63.2

N=c1nc(N2CCCCC2)cc(N)n1O
  A = 108.3 | B = 97.1 | C = 116.4 | D = 84.2 | E = x | F = 111.6 | G = 93.0 | H = 109.0

c1cn2cc(-c3ccc4cn[nH]c4c3)nc(Nc3ccc(N4CCOCC4)cc3)c2n1
  A = 55.1 | B = 61.8 | C = 65.9 | D = 66.2 | E = 50.0 | F = 66.9 | G = 61.8 | H = 63.4

COCC(=O)NC/C=C/c1ccc2ncnc(Nc3ccc(Oc4ccc(C)nc4)c(C)c3)c2c1
  A = 42.7 | B = 28.4 | C = 47.9 | D = 49.1 | E = 22.5 | F = 79.2 | G = 29.3 | H = 50.6

O=C(NC1CCN(CCc2c[nH]c3ccccc23)CC1)c1ccccc1
  A = 113.4 | B = 113.1 | C = 86.9 | D = 93.8 | E = 94.0 | F = 93.3 | G = 91.6 | H = 96.2

O=[N+]([O-])c1cncn1CCN1CCOCC1
  A = 113.0 | B = 104.9 | C = 108.5 | D = 102.2 | E = 107.7 | F = 97.3 | G = 100.7 | H = 105.1

# Structural class, the compounds so far with a halogen.
# Labels used below – A = MDA-MB-231; B = MDA-MB-468; C = K-562; D = MCF7; E = SR; F = CCRF-CEM; G = MOLT-4; H = RPMI-8226
Cn1cc(-c2nnc(-c3cn(C)c4ncc(Br)cc34)o2)c2cc(Br)ccc21
  A = 77.2 | B = 110.4 | C = 95.1 | D = 78.9 | E = 95.4 | F = x | G = 96.9 | H = 102.7

[2H]C1([2H])N(c2ccc(NC(=O)c3cccc(-c4ccc(OC(F)(F)F)cc4)c3C)cn2)C([2H])([2H])[C@]([2H])(C)O[C@]1([2H])C
  A = 72.7 | B = 69.7 | C = 52.6 | D = 73.4 | E = 87.6 | F = 89.7 | G = 78.1 | H = 63.2

# Quoted at random: 4 records from the list.
# Labels used below – A = MDA-MB-231; B = MDA-MB-468; C = K-562; D = MCF7; E = SR; F = CCRF-CEM; G = MOLT-4; H = RPMI-8226
CN(C)c1ccc(C2=NN(c3ccc(S(=O)(=O)NC(=O)NCc4ccccc4)cc3)C(c3ccccc3)C2)cc1 (stereo unspecified)
  A = 93.1 | B = x | C = 101.7 | D = 89.9 | E = x | F = 93.5 | G = 87.1 | H = 87.1

C=C[C@H]1CN2CC[C@H]1C[C@@H]2[C@H](O)c1ccnc2ccc(OC)cc12
  A = x | B = 94.3 | C = x | D = x | E = x | F = x | G = x | H = 98.0

c1cn2cc(-c3ccc4cn[nH]c4c3)nc(Nc3ccc(N4CCOCC4)cc3)c2n1
  A = 55.1 | B = 61.8 | C = 65.9 | D = 66.2 | E = 50.0 | F = 66.9 | G = 61.8 | H = 63.4

Cn1cc(-c2nnc(-c3cn(C)c4ncc(Br)cc34)o2)c2cc(Br)ccc21
  A = 77.2 | B = 110.4 | C = 95.1 | D = 78.9 | E = 95.4 | F = x | G = 96.9 | H = 102.7

# (next part)
# Labels used below – A = MDA-MB-231; B = MDA-MB-468; C = K-562; D = MCF7; E = SR; F = CCRF-CEM; G = MOLT-4; H = RPMI-8226
Cn1cc(-c2ccc3nnc(Sc4ccc5ncccc5c4)n3n2)cn1
  A = 100.3 | B = 75.2 | C = 103.0 | D = 84.7 | E = 92.4 | F = 83.4 | G = 73.2 | H = 81.9

CN[C@@H]1[C@H](O)[C@H](NC)[C@H]2O[C@@]3(O)C(=O)C[C@@H](C)O[C@H]3O[C@@H]2[C@H]1O
  A = 103.6 | B = 96.7 | C = 113.2 | D = 104.3 | E = 111.2 | F = 99.7 | G = 107.8 | H = 105.3

CCCOc1ccc(C(=O)OCCN(CC)CC)cc1N
  A = 110.1 | B = 105.9 | C = x | D = 110.1 | E = 102.1 | F = 92.0 | G = 102.4 | H = 109.5

CCn1ccc(NS(=O)(=O)c2ccc(N)cc2)nc1=O
  A = 122.0 | B = x | C = 72.4 | D = 88.6 | E = 29.5 | F = 73.1 | G = 92.6 | H = 110.4

CC(Cc1cccc(C(F)(F)F)c1)NCCOC(=O)c1ccccc1 (stereo unspecified)
  A = 102.3 | B = 106.6 | C = 94.4 | D = 105.5 | E = 92.4 | F = 104.9 | G = 96.1 | H = 116.1

CC[C@@H]1OC(=O)C[C@@H](O)[C@H](C)[C@@H](O[C@@H]2O[C@H](C)[C@@H](O)[C@H](N(C)C)[C@H]2O)[C@@H](CCN2C[C@H](C)C[C@H](C)C2)C[C@@H](C)C(=O)/C=C/C(C)=C\[C@@H]1CO[C@@H]1O[C@H](C)[C@@H](O)[C@@H](OC)[C@H]1OC
  A = 113.9 | B = 119.3 | C = x | D = 105.8 | E = 86.6 | F = 107.1 | G = 86.2 | H = 108.2

Cn1cc(-c2nnc(N)nc2-c2c[nH]c3ccc(Br)cc23)c2cc(F)ccc21
  A = 98.6 | B = 112.8 | C = 71.8 | D = 81.5 | E = 85.2 | F = 85.7 | G = 76.7 | H = 101.6

COC(=O)c1ccccc1O
  A = 108.0 | B = 101.2 | C = 77.3 | D = 103.0 | E = 50.5 | F = x | G = 85.7 | H = x

O=C(c1cccs1)C1C(c2ccc(Cl)cc2Cl)CC(O)(c2cccs2)C(C(=O)c2cccs2)C1c1ccc(Cl)cc1Cl (stereo unspecified)
  A = 87.6 | B = 95.0 | C = 83.5 | D = 81.7 | E = 90.0 | F = 77.7 | G = 84.2 | H = 73.2

COc1ccc(-c2cc(C(F)F)nn2-c2ccc(S(N)(=O)=O)cc2)cc1F
  A = 82.4 | B = 78.9 | C = 114.6 | D = x | E = x | F = 103.4 | G = 99.0 | H = 94.9

O=C(O)c1cc(=O)c2ccccc2o1
  A = 106.1 | B = 111.6 | C = 106.4 | D = 105.6 | E = 102.2 | F = 105.5 | G = 104.2 | H = 107.9

COc1ccc2c(c1)c(-c1noc(C(=O)c3cn(C)c4ccc(F)cc34)n1)cn2C
  A = 113.0 | B = 127.5 | C = 90.6 | D = 63.0 | E = 90.1 | F = 102.9 | G = 93.3 | H = 104.2

CC(C)NNC(=O)c1ccncc1
  A = 98.2&109.7 | B = 99.4&106.5 | C = 119.0&110.1 | D = 108.5&102.2 | E = 115.1&24.9 | F = 102.1&54.6 | G = 105.9&100.9 | H = 115.3&98.4

O=C(Nc1ccc(Oc2ccc(Br)cc2)cc1)c1ccc2nc(NS(=O)(=O)c3ccc4ccccc4c3)sc2c1
  A = 89.8 | B = 107.7 | C = 78.6 | D = 88.4 | E = 85.0 | F = 96.2 | G = 84.5 | H = 95.7

O=C(O)CS
  A = 97.1 | B = 97.1 | C = 105.2 | D = 94.9 | E = 92.9 | F = 103.0 | G = 96.7 | H = 106.2

COc1ccc(-c2cc(=O)c3c(O)cc(OC)cc3o2)cc1
  A = 85.0 | B = 100.3 | C = 87.3 | D = 82.9 | E = 71.6 | F = 99.7 | G = 96.8 | H = 95.5

Cc1ncc(-c2ccnc(Nc3ccc(S(C)(=O)=O)cc3)n2)n1C(C)C
  A = -8.4* | B = -48.8* | C = 3.7* | D = 2.6* | E = -18.3* | F = 4.1* | G = -32.6* | H = -0.4*

Cn1cc(-c2nnc(N)nc2-c2c[nH]c3ccccc23)c2ccccc21
  A = 91.0 | B = 82.3 | C = 76.8 | D = 74.7 | E = 98.1 | F = 100.1 | G = 92.0 | H = 99.5

CN1C(=O)NC(Cc2c[nH]c3c(Cl)cccc23)C1=O (stereo unspecified)
  A = 116.8 | B = 109.7 | C = 101.3 | D = 96.2 | E = 100.6 | F = 113.0 | G = 111.4 | H = 118.9

C#C[C@]1(O)CCC2C3CCC4=CC(=O)CC[C@@H]4C3CCC21CC (stereo partly specified)
  A = 111.4 | B = 100.6 | C = 102.3 | D = 119.6 | E = 101.9 | F = 97.8 | G = 96.4 | H = 91.4

CC(=O)Oc1ccc2c(C)cc(=O)oc2c1
  A = x | B = 102.5 | C = 99.5 | D = 92.7 | E = 98.1 | F = 87.6 | G = 93.3 | H = 92.5

Cc1cc(=O)oc2cc(O)ccc12
  A = 93.2 | B = 108.8 | C = x | D = 106.1 | E = 104.3 | F = 94.9 | G = 109.7 | H = 101.5

CCCCC(=O)O[C@]1(C(=O)CO)[C@@H](C)CC2C3CCC4=CC(=O)C=C[C@]4(C)[C@@]3(F)C(O)C[C@@]21C (stereo partly specified)
  A = 109.7 | B = 113.5 | C = 99.7 | D = 85.3 | E = 103.0 | F = 40.7 | G = 86.7 | H = 45.7

COC(=O)N/N=C/c1c[n+]([O-])c2ccccc2[n+]1[O-]
  A = 110.3 | B = 110.3 | C = 103.0 | D = 93.6 | E = 93.4 | F = 94.0 | G = 104.3 | H = 94.3

COC(=O)C(C)(C)C1Oc2ccc(C)cc2C(=O)/C1=C\NS(=O)(=O)c1ccc(OC)cc1 (stereo unspecified)
  A = 118.9 | B = 96.8 | C = 108.6 | D = 103.1 | E = 97.3 | F = 109.3 | G = 99.8 | H = 86.3

CCCCOc1cc(C(=O)OCCN(CC)CC)ccc1N
  A = 94.0 | B = 100.4 | C = x | D = 93.3 | E = 99.3 | F = 96.3 | G = 93.2 | H = 102.7

CC(=O)OCC(=O)[C@@]1(O)CCC2C3CCC4=CC(=O)C=C[C@]4(C)[C@@]3(F)[C@@H](O)C[C@@]21C (stereo partly specified)
  A = x | B = 110.0 | C = x | D = x | E = x | F = x | G = x | H = x

Cn1cnc(-c2cc3nccc(Oc4ccc(NC(=S)NC(=O)Cc5ccccc5)cc4F)c3s2)c1
  A = 81.2 | B = 103.3 | C = 6.7* | D = 79.5 | E = 69.3 | F = 58.6 | G = 69.4 | H = 54.9

O=C(c1ccc2nc(NS(=O)(=O)c3ccc4ccccc4c3)sc2c1)N1CCN(c2ccccc2)CC1
  A = 109.4 | B = 87.7 | C = 103.2 | D = 95.7 | E = 102.8 | F = 110.7 | G = 94.3 | H = 108.9

[2H]C1([2H])NC([2H])([2H])C([2H])([2H])N(c2ccc(Nc3ncc4cc(C(=O)N(C)C)n(C5CCCC5)c4n3)nc2)C1([2H])[2H]
  A = 64.9 | B = 99.5 | C = 64.6 | D = 45.0 | E = 39.8 | F = 54.1 | G = 8.7* | H = 34.8

CCCCN(CCCC)CCCOC(=O)c1ccc(N)cc1
  A = 86.8 | B = 47.5 | C = 96.5 | D = x | E = x | F = 96.8 | G = 93.2 | H = 68.0

O=C(/C=C/c1ccc(Cl)nc1)c1ccc(Cl)nc1
  A = 106.1 | B = 113.2 | C = 93.9 | D = 91.2 | E = x | F = 96.9 | G = 101.6 | H = x

COC(=O)C(C)(C)C1Oc2ccc(Br)cc2C(=O)/C1=C\NS(=O)(=O)c1ccc(C)cc1 (stereo unspecified)
  A = 105.7 | B = 99.3 | C = 103.9 | D = 101.3 | E = 103.2 | F = 98.9 | G = 102.9 | H = 85.9

COc1cc(CCc2cc(NC(=O)c3ccc(N4C[C@@H](C)N[C@@H](C)C4)cc3)n[nH]2)cc(OC)c1
  A = 44.2 | B = 71.3 | C = 8.6* | D = 19.9 | E = -11.0* | F = 29.6 | G = 10.6 | H = 41.5

CC12CCC3C(=CCc4cc(O)ccc43)C1CCC2=O (stereo unspecified)
  A = 102.1 | B = 96.9 | C = 91.5 | D = 120.1 | E = 97.6 | F = 95.5 | G = 85.4 | H = 87.8

CC(=O)N[C@@H](Cc1ccccc1)C(=O)O
  A = 93.6 | B = 104.0 | C = 121.8 | D = 110.1 | E = 105.6 | F = 102.7 | G = 107.8 | H = 101.6
